GSIS activator – GLuc luminescence reporter in INS-1E cells, primary screen for activators of glucose-dependent secretion of insulin; INS-1E GLuc reporter insulin secretion, 2-3 h; activation, % at 16.6 µM; 0.61% of 370,000 active;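 active = lowest replicate activation of at least 40%, so every replicate reaches that level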;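 also: 0% = median of neutral control wells and 100% = median of IBMX positive control wells; some compounds called inactive have numbers as strong as hits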
miR122 inh – inhibitors of miR-122 in Huh7 cells; Huh7 miR-122 Renilla luciferase sensor, 48 h; neutral wells = 0, positive control = 100; AID 602342; 0.3% of 340,000 active; activation (reporter increase), % at 12.5 µM;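 active = mean replicate activation score at least 90 and every replicate individually at or above 90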;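 also: higher luciferase means less miR-122 activity so hits act as miR-122 inhibitors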
* hit, by the source's call.

GSIS activator | miR122 inh | molecule
1 | -8 | O=C(Nc1nccs1)c1cc(S(=O)(=O)N2CCCCC2)ccc1Cl
-29 | 4 | Cc1[nH]n(-c2ccc(F)cc2)c(=O)c1/C=N/c1sc2c(c1C#N)CCCC2
2 | -6 | COc1cc(C(=O)Nc2ccc(Br)cc2C(=O)c2cc(OC)c(OC)c(OC)c2)cc(OC)c1OC
14 | 1 | CC(=O)N1C(=O)C2(Nc3ccccc3N2)c2ccccc21
9 | 1 | O=C1COc2ccc(OCc3ccc(F)cc3)cc21
-6 | -2 | O=C(CN1CCN(S(=O)(=O)c2ccc(F)cc2)CC1)Nc1cccc(C(F)(F)F)c1
13 | 2 | COc1ccc(C=C(c2ccc(OC)cc2)c2ccc(OC)cc2)cc1
-12 | -4 | Cc1ccc(/C=C2/Sc3ccccc3N(CC(=O)NCCCOC(C)C)C2=O)cc1
-31 | 0 | COc1ccc(N2CC(C)Cn3c2nc2c3c(=O)n(CCc3ccccc3)c(=O)n2C)cc1 (configuration not stated)
-1 | -1 | CC1=CC(c2ccc(Cl)cc2)n2nc(NC(=O)c3ccccc3)nc2N1 (configuration not stated)
-7 | -1 | CCC(C)c1ccc(O)c(NC(=O)c2ncn[nH]2)c1 (configuration not stated)
13 | 14 | O=C(Nc1ccccc1)NC1CCCCC1
22 | 9 | Clc1ccc(OCCn2ccnc2)c(Br)c1
1 | -36 | CCCCNC(=O)Nc1nnc(-c2ccc(OCC)cc2)o1
7 | -2 | CCN(CC)C(=O)C(Cc1ccccc1)N1C(=O)c2ccccc2C1=O (configuration not stated)
-23 | 1 | CCCOc1ccc(N2C(=O)C3ON(c4ccccc4)C(c4ccc(O)c(OC)c4)C3C2=O)cc1 (configuration not stated)
35 | 11 | O=C(C1CC1)N1CCc2cc(S(=O)(=O)N3CCOCC3)ccc21
-8 | 21 | CCOc1cc(N2CCOCC2)c(OCC)cc1NC(=O)CN1CCc2ccccc2C1
34 | -11 | Cc1ccc(C(=O)NC(=S)NNS(=O)(=O)c2ccc(C)cc2)cc1
-4 | 25 | CCCOC(=O)c1ccc(NC(=O)C2C3C=CC(O3)C2C(=O)O)cc1 (configuration not stated)
-27 | -7 | O=[N+]([O-])c1ccc(N2N=C(c3ccco3)CC2c2ccccc2)cc1 (configuration not stated)
1 | -4 | O=C(NNC(=O)c1ccc([N+](=O)[O-])cc1)c1ccncc1
44 | -1 | O=C(Cc1ccccc1)Nc1ccc(C(=O)O)cc1
2 | 3 | O=C(Nc1ccc2c(c1)OCO2)Nc1cnccn1

Single records, from the list above:
Cc1ccc(C(=O)NC(=S)NNS(=O)(=O)c2ccc(C)cc2)cc1 is entered as GSIS activator = 34; miR122 inh = -11
O=C(C1CC1)N1CCc2cc(S(=O)(=O)N3CCOCC3)ccc21 is entered as GSIS activator = 35; miR122 inh = 11

Next compounds follow:
GSIS activator | miR122 inh | molecule
19 | -6 | COc1ccccc1CN1CC(C(=O)NCC2CCCO2)CC1=O (configuration not stated)
8 | -6 | CCCCN1C(=O)C(CC(=O)NCC)SC1=Nc1ccccc1 (configuration not stated)
30 | -3 | CCc1c(C)c(C#N)c2nc3ccccc3n2c1N(C)C
17 | 0 | CC1=CC(c2ccccc2)n2nc(NS(=O)(=O)c3ccc(C)cc3)nc2N1 (configuration not stated)
12 | 8 | COc1ccc(CCn2c(=N)c(C(=O)NCc3ccco3)cc3c(=O)n4cccc(C)c4nc32)cc1
-4 | -1 | O=C(Cc1ccc(F)cc1)NCCc1ccccc1
-20 | -2 | CCc1nc2c(sc3nc4c(cc32)COC(C)(C)C4)c(=O)n1Cc1ccccc1
-21 | 6 | O=c1ccc(/C=C/c2ccccc2)nn1Cc1ccc(Cl)cc1Cl
11 | 3 | CC(C)NC(=O)c1ccccc1-c1nc(-c2ccccc2Cl)no1
3 | 0 | N#Cc1ccc(-c2csc(NNC(=O)c3ccccc3)n2)cc1
33 | -9 | c1ccc(-c2nn3c(C4CCCCC4)nnc3s2)nc1
8 | -3 | COc1ccc(-c2nn(C)c(=O)c3ccccc23)cc1CNC(=O)c1ccco1
10 | -7 | Cc1ccc(C(=O)O)c(C(=O)Nc2nc(C)cs2)c1
7 | -3 | O=C(O)c1ccccc1C(=O)NCc1ccccc1
-5 | -1 | Cc1ccc(C(=O)Cn2nnc3c(sc4nc5c(c(-c6ccccc6)c43)CCC5)c2=O)cc1
11 | 1 | COc1ccc(S(=O)(=O)N(C)c2ccc(C(=O)NCC3CCCO3)cc2)cc1 (configuration not stated)
16 | 14 | C#CCOc1ccc(Br)cc1/C=N/O
-6 | -4 | Cc1nc2c(C(=O)NCCc3ccccc3Cl)c[nH]n2c(=O)c1Cl
6 | 18 | CCn1ncc([N+](=O)[O-])c1C(=O)Nc1ccc(C(=O)N2CCCCC2)cc1
-2 | 5 | COc1cccc(-c2nnn(CC(C)=O)n2)c1
23 | 4 | O=c1oc2ccccc2c(NCCc2ccccc2)c1[N+](=O)[O-]
-9 | -4 | Cc1ccn2c(-c3csc(NCc4ccccc4)n3)c(C)nc2c1
-14 | -11 | Cc1ccc(S(=O)(=O)NC(CC(C)C)C(=O)NCC(c2ccco2)N2CCCCC2)cc1 (configuration not stated)
-2 | -4 | COC(=O)C(C)NC(=O)C(C)NC(=O)OCc1ccccc1 (configuration not stated)
-10 | -5 | CCc1nnc(NC(=O)C2Cc3ccccc3CN2S(=O)(=O)c2ccc(C)cc2)s1 (configuration not stated)
8 | -1 | CN(C)S(=O)(=O)N1CCN(C(=O)c2ccccc2Cl)CC1
21 | -5 | Cc1ccc(Cn2c(CN3CCOCC3)nc3c2c(=O)n(C)c(=O)n3C)cc1
0 | 1 | COc1cc(-c2nc3cnccc3n2C)cc(OC)c1OC
7 | 3 | O=C1CC(N2CCN(c3ccc(C(=O)c4ccc(F)cc4)cc3)CC2)C(=O)N1 (configuration not stated)
1 | -6 | O=S(=O)(N1CCCCC1)n1nnc2ccccc21
-8 | 51 | O=C(NCc1cccs1)Nc1cccc(Cl)c1
-2 | 2 | CC1(C)CC(=O)C(C=NC2CCCCC2)=C(O)C1
11 | -3 | O=c1oc(/C=C/c2ccco2)nc2sc3c(c12)CCC3
0 | 1 | CCNC(=O)O/N=C(\C)c1sc(-c2ccccc2)nc1C
5 | -1 | O=C(COC(=O)CCc1c[nH]c2ccccc12)Nc1ccc([N+](=O)[O-])cc1
1 | 25 | COc1cccc(NC(=S)NN2CCN(C)CC2)c1
-10 | -1 | CN(C)CCCN(C(=O)c1ccc2c(c1)CCCC2)c1nc2ccc(F)cc2s1
29 | -2 | Cc1c(C(=O)NCC2CCCO2)oc2ccc3c(c12)C(=O)CC(C)(C)O3 (configuration not stated)
-22 | -7 | C=CCn1c(CSCc2ccc(Cl)cc2)nnc1SCC(=O)NCc1ccccc1
14 | 3 | O=C(Nc1ncc(Cl)cn1)c1cccs1
-26 | 2 | COc1ccc(C(=O)Nn2c(SCc3cccc([N+](=O)[O-])c3)nc3ccccc3c2=O)cc1
-8 | 56 | C=CCOC(=O)C1=C(C)NC(SC)=C(C#N)C1c1cccs1 (configuration not stated)
-3 | -2 | COC(=O)C1=C(CSc2nnnn2C)NC(=O)NC1c1cc(C)ccc1C (configuration not stated)
5 | -13 | O=C(NC1CCCCC1)N1CCc2ccccc21
9 | -3 | CC(C)(C)C1CCc2[nH]c3ccccc3c(=O)c2C1 (configuration not stated)
6 | 2 | CCn1c(COc2cccc(C)c2)nnc1SCC(=O)Nc1cccc(C(=O)O)c1
-15 | 19 | CCCOc1ccc2oc(=O)c3c(c2c1)CCCN3C(=O)CN1CCCC(C(=O)OCC)C1 (configuration not stated)
5 | 3 | COC(=O)c1c(C)oc2ccc(OC(=O)N3CCOCC3)cc12
-7 | -1 | CCOCc1cc(C2NC(=O)NC(C)=C2C(=O)OCC)ccc1OC (configuration not stated)
0 | 7 | CCN1CCN(c2ncc(C(=O)Nc3cc(Cl)ccc3OC)c3ccccc23)CC1
4 | -6 | COc1ccc(-c2ccc(CCC(=O)O)n2NC(=O)c2cccs2)cc1
0 | 3 | Cc1csc(NC(=O)CSc2nnc(C)s2)n1
12 | -8 | O=C(C1CCN(CC2CCCCC2)CC1)N1CCCC1
14 | -6 | COc1ccc(C=NNc2ccc(S(=O)(=O)Nc3ccccc3C(=O)O)cc2[N+](=O)[O-])c(OC)c1
61* | 15 | O=C(Nc1nnc(-c2ccccc2SCc2ccccc2F)s1)Nc1ccccc1F
-4 | 1 | CCn1cc(C2=NOC(C(=O)Nc3cc(C)nn3-c3ccccc3)C2)c(C)n1 (configuration not stated)

Later entries
GSIS activator | miR122 inh | molecule
7 | -10 | COc1ccc(N(CC(=O)NCCSc2ccccn2)S(C)(=O)=O)cc1
9 | -9 | COC(=O)c1cc(NCc2ccccc2F)ccc1N1CCOCC1
0 | -1 | O=C(CN1CCCC1)N1c2ccccc2Sc2ccccc21
-23 | 3 | Cc1cc(-c2ccccc2)nc(N2CCC(C(=O)NC34CC5CC(CC(C5)C3)C4)CC2)n1
-4 | 2 | O=C(CSc1nnc(NCc2ccccc2)s1)c1ccco1
-18 | -2 | CCOC(=O)c1c(NC(=O)CSc2nnc(-c3ccncc3)n2Cc2ccco2)sc(C)c1C
-14 | -10 | COc1ccc(N2CCN(C(=O)Cn3nnc(-c4cccs4)n3)CC2)cc1
36 | -4 | CC1(C)CC(OC(=O)c2ccccc2)CC(C)(C)N1
2 | 0 | COCC(=O)N(Cc1cc2ccccc2[nH]c1=O)c1ccc(OC)cc1
3 | 1 | CCOc1ccccc1-n1c(SCC(=O)NC)nnc1-c1ccco1
6 | -6 | CCn1c(COc2ccccc2C)nc2ccccc21
1 | 8 | O=C(COC(=O)c1ncc(Cl)c(Cl)c1Cl)c1ccc(Cl)s1
3 | 2 | Cc1nnc(SCC(=O)N2CCC(Cc3ccccc3)CC2)n(N)c1=O
-1 | 2 | CCOc1cccc(-c2nnc3sc(COc4ccc(C)cc4)nn23)c1
4 | -2 | COc1ccc(OC)c2c(C)cc(N3CCN(C(=O)c4ccc(Cl)cc4)CC3)nc12
39 | -2 | CC(C)(C)C(=O)CSc1nc2ncc(Br)cc2[nH]1
25 | -1 | COc1cc(CNc2ccc3[nH]c(=O)[nH]c3c2)cc(Cl)c1OCC(=O)NC(C)(C)C
-20 | 0 | CCOCCOC(=O)C1=C(C)NC2=C(C(=O)CC(c3cccs3)C2)C1c1ccsc1 (configuration not stated)
-38 | 24 | COc1ccc(OC)c(S(=O)(=O)N2c3cc(F)ccc3CCC2C)c1 (configuration not stated)
-1 | -1 | O=C(O)c1c2c(nc3ccccc13)CCCCC2
-6 | -5 | O=C(Nc1cc(C(=O)N2CCCC2)ccc1N1CCCC1)c1ccccc1F
-1 | -1 | CCn1ncc(C(=O)Nc2ccccc2C)c1C
6 | -4 | C=CCN(c1ccc(C(=O)N2CCCC2)cc1)S(C)(=O)=O

Entries shown so far that have a Cl atom (14):
GSIS activator | miR122 inh | molecule
1 | -8 | O=C(Nc1nccs1)c1cc(S(=O)(=O)N2CCCCC2)ccc1Cl
-1 | -1 | CC1=CC(c2ccc(Cl)cc2)n2nc(NC(=O)c3ccccc3)nc2N1 (configuration not stated)
22 | 9 | Clc1ccc(OCCn2ccnc2)c(Br)c1
-21 | 6 | O=c1ccc(/C=C/c2ccccc2)nn1Cc1ccc(Cl)cc1Cl
11 | 3 | CC(C)NC(=O)c1ccccc1-c1nc(-c2ccccc2Cl)no1
-6 | -4 | Cc1nc2c(C(=O)NCCc3ccccc3Cl)c[nH]n2c(=O)c1Cl
8 | -1 | CN(C)S(=O)(=O)N1CCN(C(=O)c2ccccc2Cl)CC1
-8 | 51 | O=C(NCc1cccs1)Nc1cccc(Cl)c1
-22 | -7 | C=CCn1c(CSCc2ccc(Cl)cc2)nnc1SCC(=O)NCc1ccccc1
14 | 3 | O=C(Nc1ncc(Cl)cn1)c1cccs1
0 | 7 | CCN1CCN(c2ncc(C(=O)Nc3cc(Cl)ccc3OC)c3ccccc23)CC1
1 | 8 | O=C(COC(=O)c1ncc(Cl)c(Cl)c1Cl)c1ccc(Cl)s1
4 | -2 | COc1ccc(OC)c2c(C)cc(N3CCN(C(=O)c4ccc(Cl)cc4)CC3)nc12
25 | -1 | COc1cc(CNc2ccc3[nH]c(=O)[nH]c3c2)cc(Cl)c1OCC(=O)NC(C)(C)C

A portion of the library. The share of hits here may be higher or lower than overall.
